Assay outcomes deposited in PubChem BioAssay by The Scripps Research Institute Molecular Screening Center.
MITF inh: inhibitors of human MITF; 0.91% of 650,000 active; O75030; inhibition, % at 2.6 µM; AlphaScreen MITF homodimerization, bead proximity signal; AID 1259374; in the data active = inhibition above about 50%;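 note: 0% = vehicle wells with protein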
GPR151 ag: human GPR151 activation | PathHunter beta-arrestin GPR151 cells, luminescence | 1% of 650,000 active | activation, % at 11.2 µM | Q8TDV0 | AID 1508602; in the data active = activation above about 4.9%;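 note: 0% = median of compound wells and 100% = cells with positive control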
Target sequence (Q8TDV0 whole entry, looked up): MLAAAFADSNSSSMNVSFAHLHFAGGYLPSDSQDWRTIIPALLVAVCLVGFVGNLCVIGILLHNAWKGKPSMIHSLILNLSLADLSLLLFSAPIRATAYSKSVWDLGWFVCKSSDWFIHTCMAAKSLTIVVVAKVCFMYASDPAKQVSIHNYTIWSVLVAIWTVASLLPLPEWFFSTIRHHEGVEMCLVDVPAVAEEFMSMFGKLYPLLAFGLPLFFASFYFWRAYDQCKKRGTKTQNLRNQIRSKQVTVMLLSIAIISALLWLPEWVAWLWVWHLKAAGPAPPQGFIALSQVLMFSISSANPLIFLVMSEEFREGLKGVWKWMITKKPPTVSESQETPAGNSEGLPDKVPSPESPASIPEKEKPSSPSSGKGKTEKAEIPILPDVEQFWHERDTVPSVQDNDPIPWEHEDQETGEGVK
FBW7 activator: activators of human E3 ligase FBW7 | Q969H0 | AlphaScreen FBW7–phospho-cyclin E peptide binding, activator screen | normalized activity (activation), % at 26.1 µM | 0.13% of 650,000 active | AID 1259310; in the data active = normalized activity above about 1.9%;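 note: purified mutant Fbw7 with reduced substrate affinity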
Target sequence (Q969H0 whole entry, looked up): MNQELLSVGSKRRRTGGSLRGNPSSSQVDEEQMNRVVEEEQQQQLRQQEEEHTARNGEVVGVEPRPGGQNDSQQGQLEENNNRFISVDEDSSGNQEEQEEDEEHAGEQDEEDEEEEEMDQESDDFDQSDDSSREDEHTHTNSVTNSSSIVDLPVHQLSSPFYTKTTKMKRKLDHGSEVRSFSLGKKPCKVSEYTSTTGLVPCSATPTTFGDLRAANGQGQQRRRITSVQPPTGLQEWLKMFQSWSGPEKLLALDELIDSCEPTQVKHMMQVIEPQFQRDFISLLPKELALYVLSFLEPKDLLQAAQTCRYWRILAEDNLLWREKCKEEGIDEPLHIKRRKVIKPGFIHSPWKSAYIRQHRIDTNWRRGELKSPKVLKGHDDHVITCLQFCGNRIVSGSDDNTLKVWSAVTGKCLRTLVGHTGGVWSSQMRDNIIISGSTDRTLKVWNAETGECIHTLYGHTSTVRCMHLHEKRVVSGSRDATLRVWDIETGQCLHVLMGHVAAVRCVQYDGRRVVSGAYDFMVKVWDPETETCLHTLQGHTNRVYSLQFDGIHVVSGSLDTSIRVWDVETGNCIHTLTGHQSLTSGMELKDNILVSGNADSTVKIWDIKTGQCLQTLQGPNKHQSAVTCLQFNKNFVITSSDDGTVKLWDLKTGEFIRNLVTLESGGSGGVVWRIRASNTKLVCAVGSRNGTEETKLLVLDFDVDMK
TEAD-YAP block: TEAD-YAP interaction inhibition | AID 1259422 | inhibition, % at 9.12 µM | 1.4% of 640,000 active | HEK-TIYL cells, TEAD-Gal4/YAP UAS-luciferase luminescence; in the data active = inhibition above about 32%;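 note: 0% = median of test compound wells and 100% = reference inhibitor wells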
* marks the source's active call; other numbers are inactive results; & = joins results of further samples. Hits appear at their usual frequency, and some 3.4% of all compounds hit somewhere here.

SMILES	MITF inh	GPR151 ag	FBW7 activator	TEAD-YAP block
O=C(O)CCn1nc(-c2ccc(Cl)cc2)ccc1=O	9	-1.5	0.1	6
COCCn1cc(C(=O)N2CCCC2)c2c3ccccc3n(C)c2c1=O	11	0.1	0.4	6
CC1CCc2sc(NC(=O)c3ccc(Oc4ccccc4)cc3)c(C(N)=O)c2C1 (stereo not drawn)	4	1.2	0.1	2
NC(=O)c1c(/N=c2\oc3ccccc3cc2C(=O)Nc2ccc(F)cc2)sc2c1CCCC2	-2	2.4	0.0	-48
O=C(NC(=S)NCc1cccnc1)c1ccc([N+](=O)[O-])cc1	7	0.6	0.4	5
CCn1c(C)[n+](CC)c2cc(C(=O)O)c(C(=O)O)cc21	9	-0.2	0.4	9
CCN(c1ccccc1)c1ncnc(N)c1[N+](=O)[O-]	-5	2.1	0.0	52*
CCCCN(C1=NC2CS(=O)(=O)CC2S1)c1ccccc1 (stereo not drawn)	-1	-1.0	-0.2	10
Cc1ccc(-c2cc(C(F)(F)F)n3nc(C(=O)N4CCc5ccccc5C4)cc3n2)cc1	-3	-1.1	-0.1	-7
CCCOc1ccc(/C(O)=C2/C(=O)C(=O)N(CCN(C)C)C2c2ccc(Br)cc2)cc1C (stereo not drawn)	17	2.9	0.1	-1
CCOC(=O)c1c(NC(=O)COc2ccc3c(c2)OCO3)sc(C(C)=O)c1C	1	0.4	0.1	1
Cc1ccoc1C(=O)N1CCCC(CCC(=O)N2CCN(c3ccccn3)CC2)C1 (stereo not drawn)	5	-0.1	0.0	0
O=C(Nc1ncccn1)c1cccc([N+](=O)[O-])c1	-7	-1.0	-0.3	-5
CCN1CC(CN(C)C(=O)CCc2nnc(C3(c4ccc(Cl)cc4)CCC3)o2)CC1=O (stereo not drawn)	4	2.0	0.0	-8
CCCCC(CC)C(=O)Nc1ccc(S(=O)(=O)N2CCCC2)cc1 (stereo not drawn)	17	-0.1	0.4	11
CCOC(=O)C1=C(C)N=c2s/c(=C\c3ccccc3)c(=O)n2C1c1ccc(N(C)C)cc1 (stereo not drawn)	1	0.8	-0.4	3
O=C(/C=C/c1ccccc1)c1ccc([N+](=O)[O-])o1	18	-1.4	0.0	13
CN1CCN(Cc2cc(-c3ccnc4cc(Cl)ccc34)ccc2O)CC1	12	-0.2	0.0	-10
C=CCn1c(SCC(=O)Nc2ccccc2)nc2sc(C)c(C)c2c1=O	-12	-1.2	-0.2	-5
O=C(c1cccc(F)c1)N1CCN(Cc2ccccc2Br)CC1	57*	1.1	-0.2	2
CCOC(=O)c1c(NC(=O)COc2cccc(Cl)c2)sc(C)c1C	17	-2.3	0.6	-2
COc1cc(Cl)c(C)cc1NC(=O)c1n[nH]c(=O)c2ccccc12	14	0.9	0.0	2
Cc1csc2c3ncnc-3ncn12	-18	1.3	-0.2	-2
CCOC(=O)CNC(=O)c1cnc(N2CCN(c3ccccc3OC)CC2)c2ccccc12	-1	-0.3	0.1	28
O=C(CCN1C(=O)C2CC=C(Cl)CC2C1=O)N1CCN(C(=O)CCN2C(=O)C3CC=C(Cl)CC3C2=O)CC1 (stereo not drawn)	4	-1.1	0.1	1

Some of these compounds in order of count of non-hydrogen atoms, low to high:
SMILES	MITF inh	GPR151 ag	FBW7 activator	TEAD-YAP block
O=C(Nc1ncccn1)c1cccc([N+](=O)[O-])c1	-7	-1.0	-0.3	-5
CCCCC(CC)C(=O)Nc1ccc(S(=O)(=O)N2CCCC2)cc1 (stereo not drawn)	17	-0.1	0.4	11
CCOC(=O)c1c(NC(=O)COc2ccc3c(c2)OCO3)sc(C(C)=O)c1C	1	0.4	0.1	1
CCOC(=O)C1=C(C)N=c2s/c(=C\c3ccccc3)c(=O)n2C1c1ccc(N(C)C)cc1 (stereo not drawn)	1	0.8	-0.4	3

Carrying on:
SMILES	MITF inh	GPR151 ag	FBW7 activator	TEAD-YAP block
COc1ccc(/C=C/C(=O)N2CCCCCC2)cc1	1	-1.2	0.1	-45
CCc1ccccc1NC(=O)c1c(NC(=O)Cc2ccccc2)sc(-c2ccccc2)c1C	-11	-0.4	0.0	4
Cc1ccc(C(=O)Nc2c[nH]c(=O)[nH]c2=O)cc1[N+](=O)[O-]	-6	-0.3	-0.1	-1
CCc1ccccc1NC(=O)COc1ccc(C(C)C)cc1	13	-0.7	0.4	-8
CCOc1ccc(S(=O)(=O)Nc2ccccc2Cl)c2ccccc12	15	0.7	0.2	2
CCc1c(C)sc(NC(=O)c2ccco2)c1C(N)=O	20	-1.0	0.7	-6
CCSc1nc2ccccc2n1Cc1nc(N)nc(N(C)C)n1	-7	3.9	0.7	2
CCOc1ccc2c(c1)-c1c(ssc1=S)C(C)(C)N2C(=O)c1cccnc1	26	0.5	-1.2	-21
CCOC(=O)c1c(C)oc2c(Cl)cc(NS(=O)(=O)c3ccc(C)cc3C)cc12	-8	0.0	-0.2	-2
COc1ccc(CCN2CCc3nc4ncc(Cl)cc4cc3C2)cc1	9	-0.3	-0.1	0
O=C(O)CC1S/C(=N/N=C/c2ccc(-c3cccc(Cl)c3)o2)NC1=O (stereo not drawn)	4	1.7	-0.2	10
Cc1cccn2c(CNCC3CCCN(c4ncccn4)C3)c(C(=O)N3CCCCC3)nc12 (stereo not drawn)	-5	-0.2	0.2	-2
C=C(C)CN1CCN(S(=O)(=O)c2ccc3c(c2)C(=O)c2ccccc2C3=O)CC1	3	-1.5	-0.2	-3
CCc1cc(C(=O)COc2ccccc2F)c(O)cc1O	16	-0.2	0.2	12
COC(=O)c1c(NC(=O)COc2ccc(Cl)cc2)sc2c1CCC(C)C2 (stereo not drawn)	4	-1.6	0.1	7
Cc1ccc2c(c1)CN(C(=O)CCc1cnccn1)CC(C)O2 (stereo not drawn)	-16	-0.5	0.0	0
Cc1ccc(C(=O)NCC(=O)N2CCN(C(c3ccccc3)c3ccccc3)CC2)s1	0	1.8	0.0	10
Cc1sc(NC(=O)COc2ccc(Cl)cc2Br)c(C(N)=O)c1C	10	0.1	0.0	2
Nc1ccccc1-c1nnn(CC(=O)Nc2ccc(Cl)cc2)n1	-2	3.9	0.1	12
CC(C)CN(C1CCS(=O)(=O)C1)S(=O)(=O)c1ccc(Cl)c(Cl)c1 (stereo not drawn)	15	0.6	0.1	12
O=C(O)CCCCCNC(=O)/C(=C/c1ccccc1)c1ccccc1	-2	0.6	-0.1	-11
CC1(C)CC(=O)C2=C(C1)OC(N)=C(C#N)C2c1ccc(N2CCOCC2)c([N+](=O)[O-])c1 (stereo not drawn)	17	-1.3	-0.2	-4
Cc1ccccc1OC(C)C(=O)Nc1ccc(S(=O)(=O)N2CCCC2)cc1 (stereo not drawn)	-7	1.2	-0.1	8
Cc1nn(C)cc1CN1CCc2nc(N3CCCC(C)C3)[nH]c(=O)c2C1 (stereo not drawn)	-17	-1.8	0.4	-11
COc1ccccc1NC(=O)Cn1cnc2sc(C(=O)NCC3COc4ccccc4O3)c(C)c2c1=O (stereo not drawn)	-2	-0.3	0.1	-9

Entries of single compounds, looked up by structure. Order of screens: MITF inh, GPR151 ag, FBW7 activator, TEAD-YAP block
C=C(C)CN1CCN(S(=O)(=O)c2ccc3c(c2)C(=O)c2ccccc2C3=O)CC1 as listed: 3, -1.5, -0.2, -3
CCOC(=O)c1c(C)oc2c(Cl)cc(NS(=O)(=O)c3ccc(C)cc3C)cc12 as listed: -8, 0.0, -0.2, -2
Cc1nn(C)cc1CN1CCc2nc(N3CCCC(C)C3)[nH]c(=O)c2C1 (stereo not drawn) as listed: -17, -1.8, 0.4, -11
Cc1ccc2c(c1)CN(C(=O)CCc1cnccn1)CC(C)O2 (stereo not drawn) as listed: -16, -0.5, 0.0, 0
COc1ccc(/C=C/C(=O)N2CCCCCC2)cc1 as listed: 1, -1.2, 0.1, -45

(further entries)
SMILES	MITF inh	GPR151 ag	FBW7 activator	TEAD-YAP block
CC(C)CCn1c(SCC(=O)NCCc2ccccc2)nc2ccsc2c1=O	9	0.0	0.9	-11
O=C(CN1CCN(S(=O)(=O)c2cccc(C(F)(F)F)c2)CC1)NC1CCCC1	8	0.7	0.8	-4
CC(C)NC(=O)C1=CC(c2ccc(F)cc2)=NS(=O)(=O)N1C	7	0.1	0.0	3
COc1ccc(-c2csc(=NCCO)n2-c2ccccc2)cc1	15	0.3	-0.2	-19
COc1cccc(C2=NS(=O)(=O)N(C)C(C(=O)Nc3cccc(O)c3)=C2)c1	14	-0.1	0.2	-1
O=C(Oc1ccc(OC(=O)N2CCCCC2)cc1)N1CCCCC1	5	0.0	0.5	3
COc1cc2c(=O)n(-c3ccc(C)cc3)c(=O)n(CC(=O)NCc3ccco3)c2cc1OC	9	1.7	0.0	0
O=C(COc1ccccc1-c1ccccc1)NCc1ccco1	6	-0.7	0.0	1
O=C(NCCc1ccccc1)c1ccc(-n2c(=S)[nH]c3ccccc3c2=O)cc1	-2	-0.7	0.1	0
Cc1cc(C)n2nc[n+](C)c2n1	4	0.6	0.0	-2
CCN(CC)S(=O)(=O)c1ccc2nc(CCO)[nH]c2c1	1	1.0	-0.1	-2
COc1ccccc1OCCOCCOc1ccc([N+](=O)[O-])cc1Cl	-4	-0.5	-0.1	-6
C=CCOC(=O)C1=C(C)NC(C)=C(C(=O)OCC=C)C1c1cn(-c2ccccc2)nc1-c1ccc([N+](=O)[O-])cc1	8	-0.5	-0.1	-1
COc1cc(/C=N\NC(=O)CNc2ccc(C)cc2)cc([N+](=O)[O-])c1O	-2	0.7	0.1	2
COc1ccc(-n2nnc3c(=O)n(Cc4c(F)cccc4Cl)cnc32)cc1	-78	0.7	-0.1	10
COc1ccc(Nc2cc(Cl)c3nonc3c2[N+](=O)[O-])cc1	7	-2.9	0.2	4
COc1ccc(Cl)cc1NC(=O)C1CCCN1C(=O)Nc1cccc(C(C)=O)c1 (stereo not drawn)	16	-0.2	0.0	8
COc1ccc2oc(=O)cc(CN3CCOCC3)c2c1	6	0.8	-0.1	4
Cc1ccc(C2C(C#N)=C(N)Oc3n[nH]c(-c4cccs4)c32)cc1 (stereo not drawn)	6	0.6	-0.2	9
Cc1nc2c(c(C)nn2C)c(C)c1CCC(=O)N1CCOCC1	3	-0.4	1.2	8
CCOC(=O)CN(C)C1CCN(c2cccc(NS(=O)(=O)c3ccc(F)cc3)c2)CC1	24	0.3	0.4	-1
COc1ccc(C(=O)N2CCC(C(N)=O)CC2)cc1[N+](=O)[O-]	-13	-1.4	-0.2	-8
COc1cc(N/N=C/c2cccc(Cl)c2)ncn1	-11	-1.2	0.0	-42
c1ccc2c(Nc3nccc(Nc4ccc5c(c4)OCO5)n3)nccc2c1	15	-1.9	-0.1	-6
CC(O)CC#CCN1CCOCC1 (stereo not drawn)	-1	-0.2	-0.1	2
(list continues)
SMILES	MITF inh	GPR151 ag	FBW7 activator	TEAD-YAP block
CCc1cc2c(cc3c(=O)n(CC(=O)N4CCN(c5ccccn5)CC4)ncn32)s1	-12	0.3	-0.2	-5
O=C(c1ccc2c(c1)OCCO2)N1CCOCC1	8	0.6	0.0	-2
Nc1nc(-c2ccc(Cl)s2)c(C2(O)C(=O)Nc3ccc(Br)cc32)s1 (stereo not drawn)	8	0.0	0.0	2
O=C(Nc1ccc(Cl)cc1)c1cc(Cl)ccc1[N+](=O)[O-]	-6	-1.4	0.1	7
Cc1cc(C(=O)NCCC2=CCCCC2)no1	-7	0.9	0.1	-38
O=C(Nc1cccc(C(F)(F)F)c1)c1cccc([N+](=O)[O-])c1	2	-0.5	-0.1	15
CC1=NC2(CCN(C(=O)NC(C)C)CC2)N=C1c1ccccc1	11	9.1*	0.4	-5
CCOc1cc(C2Nc3ccc(Br)cc3-c3nnc(SCC)nc3O2)cc(Cl)c1O (stereo not drawn)	13	2.2	0.3	3
O=C(Nc1ccc(Cl)c(Cl)c1)OCc1cccc(S(=O)(=O)N2CCOCC2)c1	-2	0.1	0.1	-4
O=C1CCCN2N=C(SCC(=O)Nc3nc4ccccc4s3)SC2=N1	0	-0.9	0.0	3
COc1ccc2c(c1)OC(C)CN(CCC(=O)NCCc1nc(-c3ccccc3)n[nH]1)C2 (stereo not drawn)	0	-1.2	-0.1	0
O=C1[O][Bi][O]c2ccccc21	24	-1.2	0.2	11
CC1=C(C(=O)OC(C)C)C(c2ccc([N+](=O)[O-])cc2)C2=C(CC(c3ccc(Cl)cc3)CC2=O)N1 (stereo not drawn)	2	-0.3	0.1	10
Cn1c(=O)c2cc(C(=O)NCc3cccs3)sc2c2ccccc21	-12	-0.5	0.1	4
Cc1[nH]c(=O)[nH]c(=O)c1S(=O)(=O)N1CCN(Cc2ccc3c(c2)OCO3)CC1	-17	-0.5	0.0	2
Cc1cccc(OCC(=O)OCCN(C)C)c1	-11	-1.0	0.2	-1
O=C(Nc1ccc(Cc2ccc(NC(=O)c3ccc(S(=O)(=O)N4CCCC4)cc3)cc2)cc1)c1ccc(S(=O)(=O)N2CCCC2)cc1	2	-0.3	-0.1	1
CCOC(=O)c1cccc(NC(=O)Cc2noc3ccccc23)c1	-5	-1.1	0.1	-6
O=C(Nc1nc(-c2ccc(F)cc2F)cs1)c1cccs1	4	-1.1	0.0	-45
CN1CCN(/N=C/c2c3ccccc3cc3ccccc23)CC1	3	-0.6	-0.4	-9
CN(C)CCN1C(=O)C(=O)/C(=C(\O)c2ccc(Cl)cc2)C1c1ccncc1 (stereo not drawn)	-5	3.4	-0.3	8
CCOC(=O)C1CCN(C2CCC(=O)N(Cc3ccc(C)cc3)CC2)CC1 (stereo not drawn)	4	0.9	-0.1	9
CS(=O)(=O)Cc1nc2ccccc2oc1=O	14	2.8&0.1	-0.5	-18
O=C(NC1CC1)[C@@H]1C=CCN1S(=O)(=O)c1ccc(F)cc1	23	1.0	0.3	15
